High-throughput results deposited in PubChem BioAssay by several laboratories.
BAP1 block: blocks human BAP1 ubiquitin-AMC hydrolysis | Q92560 | recombinant BAP1, Ub-AMC hydrolysis fluorescence kinetic; hits give low values | activity remaining (% of control), % at 20 µM | 72,000 compounds, 0.48% hits | AID 436;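 active = activity remaining at or below 50% of control, provided the compound also passes the data quality filters; inactive = the rest, including low values that fail the filters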;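 note: 100% = DMSO wells rate and 0% = substrate alone blank rate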
Target sequence (Q92560 whole entry, looked up): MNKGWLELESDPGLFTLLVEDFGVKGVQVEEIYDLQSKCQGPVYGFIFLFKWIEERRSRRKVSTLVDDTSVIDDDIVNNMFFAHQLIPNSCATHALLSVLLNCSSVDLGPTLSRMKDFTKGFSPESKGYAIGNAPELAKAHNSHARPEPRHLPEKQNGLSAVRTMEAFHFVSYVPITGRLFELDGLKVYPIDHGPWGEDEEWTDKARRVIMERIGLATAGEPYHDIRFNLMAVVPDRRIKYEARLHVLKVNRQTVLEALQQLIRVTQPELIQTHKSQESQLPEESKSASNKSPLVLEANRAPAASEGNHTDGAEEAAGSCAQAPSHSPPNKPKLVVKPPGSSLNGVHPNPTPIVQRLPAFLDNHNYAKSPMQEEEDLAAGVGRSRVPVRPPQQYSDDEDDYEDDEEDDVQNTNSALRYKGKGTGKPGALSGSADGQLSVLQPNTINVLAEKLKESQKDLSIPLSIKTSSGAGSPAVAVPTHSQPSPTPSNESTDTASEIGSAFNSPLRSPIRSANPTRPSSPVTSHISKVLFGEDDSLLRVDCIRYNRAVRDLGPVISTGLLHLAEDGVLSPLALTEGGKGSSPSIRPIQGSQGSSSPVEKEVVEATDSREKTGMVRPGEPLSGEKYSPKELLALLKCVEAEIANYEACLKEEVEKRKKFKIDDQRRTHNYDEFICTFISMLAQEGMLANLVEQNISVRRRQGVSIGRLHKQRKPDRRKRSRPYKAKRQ
HePTP inh: blocks human HePTP tyrosine phosphatase; P35236; inhibition, % at 20 µM; recombinant HePTP phosphatase activity, OD absorbance; 110,000 compounds, 0.64% hits; AID 521; in the data active = inhibition above about 50%;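 note: plate controls were vehicle for no effect and reference inhibitor for full effect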
Target sequence (P35236 whole entry, looked up): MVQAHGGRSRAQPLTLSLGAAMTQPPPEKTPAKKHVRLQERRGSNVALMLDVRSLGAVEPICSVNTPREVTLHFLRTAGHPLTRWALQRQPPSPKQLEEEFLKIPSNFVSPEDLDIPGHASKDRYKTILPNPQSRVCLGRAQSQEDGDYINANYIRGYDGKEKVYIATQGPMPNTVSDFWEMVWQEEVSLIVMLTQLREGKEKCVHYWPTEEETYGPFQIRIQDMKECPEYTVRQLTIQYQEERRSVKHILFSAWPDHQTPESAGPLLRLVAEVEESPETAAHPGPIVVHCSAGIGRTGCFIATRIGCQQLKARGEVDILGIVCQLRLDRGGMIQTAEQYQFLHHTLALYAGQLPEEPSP
Starred values were filed as active, the others as inactive; . = no result given; & = joins results of further samples.

SMILES | BAP1 block | HePTP inh
O=C(CN1C(=O)S/C(=C/c2ccccc2F)C1=O)Nc1ccccc1C(=O)O | . | 4
CCCn1c(/N=C/c2cc(OC)ccc2O)nc2ccccc21 | 84 | 13
CC(C)c1ccccc1NC(=O)c1ccco1 | 95 | 5
COc1cc(OC)c(C2Oc3nc(SC)nnc3-c3ccccc3N2C(C)=O)cc1OC (stereo not drawn) | 87 | 7
Cc1c(OCC(=O)O)ccc2c3c(c(=O)oc12)CCCC3 | . | 6
CCn1nc(C(=O)N2CCc3ccccc3C2)c2ccccc2c1=O | . | 2
Cc1cc(Cl)ccc1OCC(=O)NNC(=O)c1cccnc1 | . | 4
CC1CCCCN1C(=O)/C=C/c1ccc(F)cc1 (stereo not drawn) | . | -10
O=C(Nc1cccc(Cl)c1)C1CC1(c1ccccc1)c1ccccc1 (stereo not drawn) | . | 2
CCOC(=O)Cc1cc(=O)[nH]c(Nc2nc3ccccc3o2)n1 | 111 | 3

Reprinted from the part before: five compounds, followed by the next part.
SMILES | BAP1 block | HePTP inh
CCn1nc(C(=O)N2CCc3ccccc3C2)c2ccccc2c1=O | . | 2
Cc1cc(Cl)ccc1OCC(=O)NNC(=O)c1cccnc1 | . | 4
CC1CCCCN1C(=O)/C=C/c1ccc(F)cc1 (stereo not drawn) | . | -10
O=C(Nc1cccc(Cl)c1)C1CC1(c1ccccc1)c1ccccc1 (stereo not drawn) | . | 2
CCOC(=O)Cc1cc(=O)[nH]c(Nc2nc3ccccc3o2)n1 | 111 | 3
CCn1ncc(C2=NOC(C(=O)N3CCC(C(N)=O)CC3)C2)c1C (stereo not drawn) | 87 | -3
CCOC(=O)c1c(C)n(CC(O)c2ccccc2)c2ccc(O)cc12 (stereo not drawn) | 104 | 8
CCC(C)(C)n1nnnc1CN1CCC(c2nc3ccc(C)cc3[nH]2)CC1 | 94 | 2
CC(=O)OCC12COC(C)(CC1C)CC2C (stereo not drawn) | . | 8
C=CCN1C(=O)/C(=C\c2ccc(-c3ccc([N+](=O)[O-])cc3Cl)o2)C(=O)NC1=S | . | 10
C=CCn1c(O)c(N=NC(=O)c2ccc(Cl)c([N+](=O)[O-])c2)c2cc(Br)ccc21 | . | -6
COc1cc2nc(SCC(=O)NCCc3ccccc3)n(Cc3ccco3)c(=O)c2cc1OC | 85 | 4
N/C(=N\c1nc(C(F)(F)F)cc(=O)[nH]1)Nc1ccc(Cl)cc1 | . | -2
CCOC(=O)N1CCN(C(=O)Cc2ccc(-n3c(=S)[nH]c4ccccc4c3=O)cc2)CC1 | 94 | 7
COc1ccc(CNC(=O)c2cnn3c(C(F)(F)F)cc(-c4ccc(OC)cc4)nc23)cc1 | . | -1
CSc1ccc(S(=O)(=O)Nc2c(C)cccc2C)cc1 | 94 | 1
CCOC(=O)C1=C(O)/C(=C/c2ccc(Cl)cc2)SC1=Nc1ccc(C)cc1 | . | -5
Cc1cc(=O)[nH]c(Cc2ccc(OC(C)C)cc2)n1 | 91 | 8
CN1C(=O)C(O)(CC(=O)c2ccc(F)cc2)c2cc(Br)ccc21 (stereo not drawn) | 81 | 7
CCN(CC)c1ccc(NC(=O)c2cccc(OC)c2)cc1 | . | 0
CCCOc1ccc(N2C(=O)CC(Nc3ccc(C(=O)OC)cc3)C2=O)cc1 (stereo not drawn) | . | 0
O=C1c2c(Cl)c(Cl)c(Cl)c(Cl)c2C(=O)N1c1cc2c(cc1Br)OCCO2 | . | 2
Cc1cc(C)cc(Nc2cc(C)nc3nc(C)nn23)c1 | 90 | -3
CCOC(=O)N1CCN(C(=O)C2CCCN(S(C)(=O)=O)C2)CC1 (stereo not drawn) | 102 | 2
CCOC(=O)c1c(NC(=O)c2cccs2)sc(C(=O)Nc2ccc3c(c2)OCO3)c1C | 55 | -4
COc1ccc(S(=O)(=O)NCCCCNS(=O)(=O)c2ccc(OC)cc2)cc1 | 135 | 1
CCCCOc1ccc(C(=O)Nc2ccncc2)cc1 | 125 | 1
COc1ccc(CCN(C(=O)/C=C/C(=O)O)C2CC(=O)N(c3ccccc3)C2=O)cc1 (stereo not drawn) | . | -1
CCN(CC)c1ccc2c(c1)CCCN2 | 99 | 3
CCCn1c(=N)n(CC(O)c2ccccc2)c2ccccc21 (stereo not drawn) | 76 | .
Fc1ccc(NCc2nnc(SCc3nnc(-c4ccccc4)o3)n2CC2CCCO2)cc1 (stereo not drawn) | 93 | 10
COc1ccccc1OCC(=O)NNC(=O)c1cccnc1 | . | -6
O=C(/C=C/c1ccc([N+](=O)[O-])cc1)NC1CCCCC1 | . | -2
CCN(CC)CCCNc1nnc(C)c(=O)[nH]1 | 96 | 8
COC(=O)c1c(NC(=O)CCc2ccccc2)sc2c1CCCC2 | . | -20
COCc1c(Br)c(C)nc(OCC(=O)O)c1C#N | 94 | 4
O=C1NC(c2ccccc2)(C(F)(F)F)SC2=CCCCCN12 (stereo not drawn) | 87 | 3
CCOC(=O)CNc1c(-c2ccc(O)cc2)nc2ccccn12 | 113 | 8
CCOc1ccc(C(=O)Nc2ccc(O)c(-c3nc4ccccc4s3)c2)cc1Br | . | -15
CCOC(=O)N1CCN(C(=O)c2cc(Cl)c(Cl)cc2C(=O)O)CC1 | 108 | -9
CCOc1ccccc1C(=O)Nc1ccc(Cl)cc1[N+](=O)[O-] | . | -6
O=C(c1ccc2c(c1)OCO2)N(c1ccccc1)C1C=CS(=O)(=O)C1 (stereo not drawn) | 82 | 11
Cc1ccc(OCC(=O)NCCN2CCCC2)cc1 | 114 | -3
COc1cccc(C=NCCNC(=O)c2nonc2N)c1O | 77 | 0
CCOC(=O)C1C(=O)OC2(CCCCC2)C1C(=O)OCC (stereo not drawn) | . | -4

Pulled by compound from above (7):
SMILES | BAP1 block | HePTP inh
CCOc1ccccc1C(=O)Nc1ccc(Cl)cc1[N+](=O)[O-] | . | -6
Cc1ccc(OCC(=O)NCCN2CCCC2)cc1 | 114 | -3
CCOc1ccc(C(=O)Nc2ccc(O)c(-c3nc4ccccc4s3)c2)cc1Br | . | -15
O=C1NC(c2ccccc2)(C(F)(F)F)SC2=CCCCCN12 (stereo not drawn) | 87 | 3
CCOC(=O)C1C(=O)OC2(CCCCC2)C1C(=O)OCC (stereo not drawn) | . | -4
O=C(c1ccc2c(c1)OCO2)N(c1ccccc1)C1C=CS(=O)(=O)C1 (stereo not drawn) | 82 | 11
CCOC(=O)CNc1c(-c2ccc(O)cc2)nc2ccccn12 | 113 | 8

More records
SMILES | BAP1 block | HePTP inh
O=[N+]([O-])c1ccc(O)c(/C=N/Nc2nnc(-c3ccccc3)c(-c3ccccc3)n2)c1 | . | -8
CC(=O)N1c2ccccc2NC2=C(C(=O)CC(C)(C)C2)C1c1ccc(Cl)cc1 (stereo not drawn) | . | 7
Cc1ccc(OCC(=O)Nc2ccccc2[N+](=O)[O-])c(C)c1 | . | -4
Cc1ccc(OCC(=O)Nc2ccccc2-c2ccccc2)cc1 | . | -8
N#CC1=C(N)Oc2cc(O)ccc2C1C1CC=CCC1 (stereo not drawn) | . | 7
COc1cc(/C=C2\C(=O)NC(=O)N(c3ccc(Cl)cc3)C2=O)c([N+](=O)[O-])cc1OC | . | 7
Nc1ccc2nc(-c3ccc(Cl)cc3)[nH]c2c1 | 100 | 4
CCN(CC)CCCNS(=O)(=O)c1ccc([N+](=O)[O-])cc1 | . | -12
Cc1ccc(S(=O)(=O)NC(C)c2ccccc2)cc1 (stereo not drawn) | . | 3
CC(=O)NCCN=Cc1c(O)[nH]c2ccccc12 | . | 8
COC(=O)CN1C(=O)/C(=C/c2ccccn2)SC1=S | . | 3
Nc1ccc(N2CCN(CCO)CC2)cc1 | 84 | .
CC(C)(C)OC(=O)NCCCCCc1nnc(SCC(=O)Nc2cccc(Cl)c2)o1 | . | 6
COc1ccc(N=C2SC(C(=O)N3CCN(c4ccccc4)CC3)CC(=O)N2C)cc1 (stereo not drawn) | . | 10
Cc1ccc(C)n1/N=C1/NC(=O)CS1 | 89 | 7
COc1ccc(/C=C2\SC(N3CCN(C(=O)CCCN4C(=O)/C(=C/c5cccs5)SC4=S)CC3)=NC2=O)cc1 | . | 7
CC(=O)Oc1ccc2c(C)c(C)c(=O)oc2c1 | . | 8
C=CCNC(=O)COc1ccc(Br)cc1 | . | 1
Cc1ccc2cc(CN(C(=O)C3CCCO3)C3CCCCC3)c(=O)[nH]c2c1 (stereo not drawn) | 92 | 4
O=c1[nH]c2ccc(Cl)cc2c(-c2ccccc2)c1N1CCOCC1 | 91 | 4&-2
C=CCn1c(SCc2cc(=O)n3ccsc3n2)nc2scc(C3CC3)c2c1=O | . | -3
Cc1ccc2c(CC(=O)O)coc2c1C | . | -4
Cc1nn(CC(=O)N(C)C)c(=O)c2ccccc12 | 155 | 1
Cc1ccccc1N1CCN(C(=S)c2ccccc2)CC1 | . | -2
Nc1nnnn1/N=C/c1ccccc1C(F)(F)F | 99 | 8
Cc1cccc(N2C(=O)CSC2=O)c1 | . | 7
Cc1ccc(S(=O)(=O)NC(=O)Nc2ccc(Cl)cn2)cc1 | 103 | 4
CCc1ccc(/C(C)=N/Nc2cc(-c3ccccc3)nc(C)n2)cc1 | . | 2
CN(CC(=O)N1CCN(c2ccccn2)CC1)S(=O)(=O)c1ccc(Br)cc1 | 110 | 5
Nc1cc(=O)[nH]c(SCc2ccccc2)n1 | . | 7
O=C1c2ccc(Br)cc2C(=O)N1C1c2ccccc2Oc2ccccc21 | 58 | .
O=C(CSc1nc2sc3c(c2c(=O)n1-c1ccccc1)CCCC3)NCCO | . | 2
Cc1cc(C)c2c(n1)nn1c(NCCOCCO)cc(C)nc21 | . | -3
O=C(Nc1ccc2nsnc2c1)c1ccc2c(c1)OCO2 | 120&97 | 4
CCCNC(=O)c1ccccc1C(=O)NCCC | 94 | 7&5
O=c1c2oc3ccccc3c2ncn1Cc1ccccc1Cl | 99 | 7
Cn1c(=O)n(CCOc2ccc(Br)cc2)c2ccccc21 | . | 8
CCC(C)NC(=O)CN(c1ccc(C)c(Cl)c1)S(C)(=O)=O (stereo not drawn) | . | 6
COc1cc(N2C(=O)c3ccccc3C2=O)c(Cl)cc1C(=O)OCC(=O)NCc1ccco1 | 69 | -11
Cc1nnc2n1N=CC=C(C(C)(C)C)S2 | 107 | -3

Other compounds follow.
Results follow in this order: BAP1 block	HePTP inh
- CCCCC(=O)NCCc1cc2ccc(OC)cc2[nH]c1=O
  113	-13
- CCOC(=O)C1=C(C(=O)OCC)SC(=C2C(=S)C(C)(C)N(C(=O)C(F)(F)F)c3ccc(OCC)cc32)S1
  60	.
- COc1ccc(C2(C(=O)NCCN3CCOCC3)CCOCC2)cc1
  69	9
- CSC1=C(C#N)C(c2ccccc2C)C(C#N)=C(N)N1 (stereo not drawn)
  99	10
- Nc1nc(SCC(=O)NCc2ccco2)[nH]c(=O)c1-c1ccccc1
  61	0
- CCCCOC(=O)CNS(=O)(=O)c1ccc([N+](=O)[O-])cc1
  53	.
- Cc1cccc(OCCC(=O)NCC(c2ccccc2)N(C)C)c1 (stereo not drawn)
  81	-3
- CCOC(=O)c1cnc2c(C#N)c(C)nn2c1C
  101	2
- CN1C(=O)/C(=C/c2cc(Br)c(Br)o2)SC1=S
  .	14
- C=CCc1cccc2cc(C(=O)Nc3ccc(C)c(C)c3)c(=O)oc12
  .	0
- COCCNC(=O)Cn1cnc2c1c(=O)n(C)c(=O)n2C
  .	4
- CCN1CCN(CC(O)COCc2ccccc2)CC1 (stereo not drawn)
  99	6
- O=C(Nc1ccc2c(c1)OCCO2)C1CCN(C(=O)c2ccc(F)cc2)CC1
  92	4
- CC(C)C(=O)Oc1ccc2c(c1)oc(=O)c1ccccc12
  122	.
- CC1=C(C(=O)OC2CCCCC2)C(c2ccc(C)o2)C2=C(CC(C)(C)CC2=O)N1 (stereo not drawn)
  168	11
- CCc1cccc(NC(=O)CN(C)S(=O)(=O)c2cccc3nsnc23)c1
  97	7
- O=[N+]([O-])c1ccc2nc(SCc3nc4ccccc4[nH]3)sc2c1
  .	7
- O=C(c1ccc(F)cc1)N1CCN(Cc2ccco2)CC1
  .	5
- Clc1ccc(OCCn2ccnc2)c2ccccc12
  154	2
- O=C(Nc1ccc(S(=O)(=O)N2CCOCC2)cc1)c1cccs1
  152	4&8
- Cc1ccc(NC(=O)C2CCCN2S(=O)(=O)c2ccc(C)cc2)cc1 (stereo not drawn)
  .	6
- COc1cc(C2/C(=C(\O)c3ccc(Cl)cc3)C(=O)C(=O)N2CCCCCC(=O)O)ccc1O (stereo not drawn)
  .	26
- CCCOc1ccc(C(=O)N2CCc3ccccc32)cc1
  .	-1
- CC(=O)Nc1ccccc1NC(=O)Cc1cccs1
  .	13
- COC(=O)c1c(-c2ccccc2Cl)csc1NC(=O)/C=C/C(=O)O
  .	-3
- Fc1ccc(-c2nnc(CN3CCC(c4nc5ccccc5s4)CC3)o2)cc1
  113	2
- O=S(=O)(NC1CCCCC1)c1ccc(S(=O)(=O)N2CCN3CCCC3C2)cc1 (stereo not drawn)
  98	2
- CCC(=O)NCCc1cc2ccc(C)c(C)c2[nH]c1=O
  106	5
- COC(=O)[C@@H](N)Cc1ccc(O)cc1
  86	-4
- CC(C)(C)NC(=O)C1CCCN(S(=O)(=O)c2cccc3cccnc23)C1 (stereo not drawn)
  91	6
- Cc1ccc2oc(Nc3nc(C)cc(=O)[nH]3)nc2c1
  .	7
- CCOc1ccc(C2Nc3ccccc3-c3nnc(SC)nc3O2)cc1 (stereo not drawn)
  .	-11
- O=C(Nc1ccc2c(c1)OCO2)c1ccncc1
  106	2
- CCN(CC)c1ccc(NC(=O)CN2CCN(CC(=O)Nc3ccccc3F)CC2)cc1
  101	-4
- Cc1cc(NC(=O)Nc2cccc3ccccc23)no1
  98	0
- O=C(NCCNc1ccc([N+](=O)[O-])cc1)c1cccc2c(Br)cccc12
  .	-4
- COc1ccccc1C(=O)O/N=C(/c1ccncc1)c1ccc([N+](=O)[O-])cc1
  .	-2
- NC(=O)c1ccccc1NC(=O)c1ccc(I)cc1
  .	-2
- CCOC(=O)N1CCC(NC(=O)C2CCCN(Cc3nc(-c4cccc(Cl)c4)oc3C)C2)CC1 (stereo not drawn)
  108	6
- CCCC(=O)Nc1cccc(NC(=O)COc2cc(C)ccc2C(C)C)c1
  .	-10
